High-throughput results: PubChem, several laboratories
FadD28 FP inh: blocks FadD28 binding to the bisubstrate probe. fluorescence polarization. inhibition, % at 12.5 µM. 0.22% of 360,000 active. AID 588549; in the data active = inhibition above about 8.5%, passing the limit was not always enough; inconclusive = no clear call, values can overlap the other calls
GDH-TPI counter: counter-screen for M. tuberculosis FBA inhibitors: GDH-TPI coupled enzymes; inhibition, % at 4.8 µM; GDH-TPI coupled enzyme counterscreen, NADH absorbance; AID 588335; 1.2% of 360,000 active;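 also: 0% = DMSO wells and 100% = wells lacking the enzyme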
PrPC surface inh: cell surface PrPC inhibition, primary TR-FRET screen; P04156; TR-FRET read-out; 0.43% of 370,000 active; AID 720596; inhibition, % at 13.8 µM; in the data active = inhibition above about 24%; also: 0% = median of the test wells and 100% = reference compound wells
Mtb UGM inh: inhibitors of M. tuberculosis UDP-galactopyranose mutase; P9WIQ1; purified UGM, fluorescence polarization probe displacement; inhibition, % at 10 µM; 0.06% of 320,000 active; in the data active = inhibition above about 10%, passing the limit was not always enough; inconclusive = no clear call, values can overlap the other calls
Target sequence (P9WIQ1 whole entry, looked up): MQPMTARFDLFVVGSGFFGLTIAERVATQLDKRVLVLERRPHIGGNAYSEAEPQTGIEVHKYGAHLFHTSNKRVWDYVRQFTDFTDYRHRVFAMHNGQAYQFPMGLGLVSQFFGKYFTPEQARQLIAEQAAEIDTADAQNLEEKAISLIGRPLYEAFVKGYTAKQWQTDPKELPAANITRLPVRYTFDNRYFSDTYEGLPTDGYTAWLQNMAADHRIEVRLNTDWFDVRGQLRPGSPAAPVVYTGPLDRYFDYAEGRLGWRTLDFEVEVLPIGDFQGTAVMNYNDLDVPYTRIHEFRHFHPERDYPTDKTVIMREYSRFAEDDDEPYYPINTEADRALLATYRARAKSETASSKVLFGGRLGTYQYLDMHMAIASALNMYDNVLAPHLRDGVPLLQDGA
BoNT-F LC inh: inhibitors of Botulinum neurotoxin F light chain protease; Multiplex microsphere protease cleavage assay, flow cytometry; inhibition, % at 10 µM; 0.22% of 360,000 active; in the data active = inhibition above about 35%, passing the limit was not always enough; inconclusive = no clear call, values can overlap the other calls; also: plate controls were buffer without enzyme for full effect and enzyme alone for no effect
Mtb FBA inh: inhibitors of M. tuberculosis fructose-bisphosphate aldolase. P9WQA3. purified M. tuberculosis FBA, fluorescence read-out. inhibition, % at 1 µM. 2.3% of 360,000 active; in the data active = inhibition above about 27%;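 also: 0% = vehicle and 100% = reference inhibitor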
Target sequence (P9WQA3 whole entry, looked up): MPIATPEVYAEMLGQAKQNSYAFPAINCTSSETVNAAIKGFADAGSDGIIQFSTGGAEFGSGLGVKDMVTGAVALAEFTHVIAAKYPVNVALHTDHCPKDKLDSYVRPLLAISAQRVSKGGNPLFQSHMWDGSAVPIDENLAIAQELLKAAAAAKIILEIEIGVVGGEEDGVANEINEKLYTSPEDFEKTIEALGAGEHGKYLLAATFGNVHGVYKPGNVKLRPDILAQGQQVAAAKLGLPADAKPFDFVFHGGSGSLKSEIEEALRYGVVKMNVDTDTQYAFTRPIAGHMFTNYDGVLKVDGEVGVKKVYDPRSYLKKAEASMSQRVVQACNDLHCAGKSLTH
BoNT-A LC inh2: inhibitors of Botulinum neurotoxin A light chain protease | multiplex microsphere protease substrate cleavage, flow cytometry | inhibition, % at 10 µM | 0.17% of 360,000 active | AID 588499; in the data active = inhibition above about 30%; inconclusive = no clear call, values can overlap the other calls; also: plate controls were buffer without enzyme for full effect and enzyme alone for no effect
Mtb BioA inh: inhibitors of Mycobacterium tuberculosis BioA enzyme; purified M. tuberculosis BioA enzyme, plate reader; inhibition, % at 9.99 µM; 0.096% of 360,000 active; AID 602481; in the data active = inhibition above about 40%; inconclusive = no clear call, values can overlap the other calls
CCHFV vOTU inh: blocks the CCHF virus ovarian tumor domain protease; CCHFV vOTU protease, Pep-AMC fluorescence; inhibition, % at 11.5 µM; 0.55% of 370,000 active; also: 0% = vehicle wells with enzyme and 100% = no enzyme wells
* marks the source's active call; other numbers are inactive results; ? = inconclusive; . = no result given. Rule as the data show it, unless noted: active = inhibition above about 30%; inactive = the rest.

Below each SMILES – FadD28 FP inh	GDH-TPI counter	PrPC surface inh	Mtb UGM inh	BoNT-F LC inh	Mtb FBA inh	BoNT-A LC inh2	Mtb BioA inh	CCHFV vOTU inh
(1) CCCNC(=O)c1c(NC(=O)C2COc3ccccc3O2)sc2c1CCCC2 (configuration not stated)
 : -4.0	6	0	0.7	1	-5	-0.2	1.5	-12
(2) CN(CC1CCOCC1)C(=O)CC1C(=O)NCCN1CC(c1ccccc1)c1ccccc1 (configuration not stated)
 : -1.6	1	-2	-2.3	-2	-2	0.4	0.1	12
(3) O=C(Nc1cccc2ccccc12)N1CCN(c2ncccn2)CC1
 : -1.0	7	10	-0.1	9	50*	0.3	.	3
(4) O=C(CCN1C(=O)C2CCCCC2C1=O)NNC(=O)c1cccc(Cl)c1 (configuration not stated)
 : -0.5	4	-7	0.0	-7	3	-0.4	.	-2
(5) Cc1ccc(CNCc2ccco2)cc1
 : -0.3	-3	-2	-0.3	-6	-1	-4.0	0.0	-1
(6) O=C(CNc1cccc(S(=O)(=O)N2CCCCC2)c1)Nc1cccc(F)c1
 : -2.9	-2	6	-5.8	?	0	-4.8	1.2	13
(7) COc1ccc(CN(C)C(=O)c2ccc(OCC(=O)Nc3cccc(C(F)(F)F)c3)c(OC)c2)cc1
 : -7.8	-6	1	.	4	1	-0.5	0.8	20
(8) COc1ccccc1N1CCN(Cc2ccc(OC)c(OC)c2OC)CC1
 : 0.6	2	4	0.0	-2	3	0.1	0.0	6
(9) Cc1ccc(F)cc1-c1cc2nc(NCCCN(C)C)n(C)c(=O)c2s1
 : -9.6	16	-11	.	-5	2	0.0	5.3	1
(10) CCO/C(C)=N/n1c2nc3ccccc3nc2c2c(=O)n(C3CCCC3)c(C)nc21
 : -4.7	28	-34	-0.5	-20	4	0.7	8.7	8

Five compounds from above, limited to BoNT-F LC inh and Mtb FBA inh.
No. | compound | BoNT-F LC inh | Mtb FBA inh
3 | O=C(Nc1cccc2ccccc12)N1CCN(c2ncccn2)CC1 | 9 | 50*
4 | O=C(CCN1C(=O)C2CCCCC2C1=O)NNC(=O)c1cccc(Cl)c1 (configuration not stated) | -7 | 3
5 | Cc1ccc(CNCc2ccco2)cc1 | -6 | -1
6 | O=C(CNc1cccc(S(=O)(=O)N2CCCCC2)c1)Nc1cccc(F)c1 | ? | 0
7 | COc1ccc(CN(C)C(=O)c2ccc(OCC(=O)Nc3cccc(C(F)(F)F)c3)c(OC)c2)cc1 | 4 | 1

Following part.
Below each SMILES – FadD28 FP inh	GDH-TPI counter	PrPC surface inh	Mtb UGM inh	BoNT-F LC inh	Mtb FBA inh	BoNT-A LC inh2	Mtb BioA inh	CCHFV vOTU inh
(11) CCOC(=O)N1CCN(C/C(Cl)=C/c2ccccc2)CC1
 : -1.6	-1	6	-0.8	?	1	-2.4	0.6	1
(12) CN1CCN(C(=O)c2cccc(-c3cc(O)c4ncccc4c3)c2)CC1
 : -2.5	12	-6	-1.0	-2	2	0.3	7.5	2
(13) NCC1CCC(C(=O)Oc2ccc(CCC(=O)O)cc2)CC1 (configuration not stated)
 : -0.5	-2	11	-2.2	-1	1	0.5	-5.6	-1
(14) Cc1ccccc1C(=O)Nc1ccc2c(c1)C(=O)NC2=O
 : -0.9	6	-5	0.6	-2	39*	-0.8	1.4	-41
(15) COc1ccc(OC)c(S(=O)(=O)Nc2ccccc2C(=O)N2CCCCC2)c1
 : 0.6	0	3	.	2	2	-0.3	.	-10
(16) O=C(Cc1ccc(Cl)cc1)NCC(=O)N1CCCCC1
 : -0.9	3	3	-0.6	-2	1	-0.4	.	-9
(17) COc1cc2c(cc1OC)CN(S(=O)(=O)c1ccc3c(c1)OCCO3)CC2
 : 0.5	-1	4	-0.5	?	0	?	0.7	8
(18) Cc1nn(C)c(C)c1NC(=O)COc1ccccc1C#N
 : -1.2	0	0	-3.1	-5	-1	1.7	0.6	-11
(19) CC(C)(C)c1cc(CCC(=O)NCc2ccncc2)cc(C(C)(C)C)c1O
 : -0.6	4	.	1.5	0	-2	-0.5	-1.0	.
(20) CCc1nnc(NC(=O)[C@@H](NC(=O)c2ccc(C(C)(C)C)cc2)C(C)C)s1
 : -3.6	-4	5	0.6	-1	-3	0.2	1.2	-5

Additional results:
Below each SMILES – FadD28 FP inh	GDH-TPI counter	PrPC surface inh	Mtb UGM inh	BoNT-F LC inh	Mtb FBA inh	BoNT-A LC inh2	Mtb BioA inh	CCHFV vOTU inh
(21) COc1cc(NC(=O)c2cc(C)nc3ccccc23)cc(OC)c1
 : -1.3	1	-10	1.2	-11	2	7.7	.	-7
(22) Cc1cc(C)cc(NC(=S)N2CCN(C(=O)c3ccco3)CC2)c1
 : -2.9	7	5	1.3	-5	3	-0.8	-0.6	-3
(23) CC1(C)CC(NC(=O)CCc2ccccc2)CC(C)(C)N1
 : -3.8	-9	-6	-0.9	-5	0	0.5	-0.5	-12
(24) C=CCc1cccc(/C=N/c2ncn[nH]2)c1O
 : -2.4	-4	0	2.5	5	0	1.1	0.0	-2
(25) CC(O)(c1ccccc1)c1nc(-c2csc3ccccc23)cs1 (configuration not stated)
 : -4.2	-5	0	.	-4	-3	0.2	-1.1	2
(26) CCn1c(CC(=O)Nc2ccccc2Cl)nnc1SCC(=O)NC1CCCC1
 : 1.9	-3	-5	-0.8	5	0	-1.5	-0.6	-2
(27) COc1ccc(CN2CC(=O)N(c3ccc(C)c(C)c3)C2=S)cc1OC
 : -7.2	-7	-6	1.9	-2	-7	0.1	.	15
(28) O=C(NC(Cc1ccc(O)cc1)C(=O)O)c1ccco1 (configuration not stated)
 : 1.4	3	5	-2.0	-4	-1	-0.1	.	1
(29) COc1ccc(-c2sc3ccc(N4CCOCC4)cc3c2C#Cc2ccsc2)cc1
 : 0.1	29	-9	7.0	-7	12	3.6	-6.8	1
(30) N#Cc1ccccc1S(=O)(=O)Nc1ccc2c(c1)C(=O)OC2
 : -2.9	2	7	0.6	?	3	-4.0	0.1	10

Other results follow.
Below each SMILES – FadD28 FP inh	GDH-TPI counter	PrPC surface inh	Mtb UGM inh	BoNT-F LC inh	Mtb FBA inh	BoNT-A LC inh2	Mtb BioA inh	CCHFV vOTU inh
(31) CCCc1cc2c(cc1NC(=O)Cc1ccccc1)OCO2
 : -1.1	9	-4	.	-4	3	0.0	-2.3	-1
(32) COc1ccc(CCNCC(O)COc2c(C)cccc2C)cc1OC (configuration not stated)
 : -0.8	3	-6	-1.5	-21	4	-1.7	5.3	-7
(33) COc1ccc(N2CCN(C(=O)CSc3nc4[nH]ncc4c(=O)n3-c3ccc(Br)cc3)CC2)cc1
 : -3.8	-1	10	0.7	-2	-5	-1.4	.	6
(34) O=C(NCc1ccccc1)c1onc(CSc2ccc(F)c(F)c2)c1C(=O)NCc1ccccc1
 : -1.7	8	6	-3.3	1	-2	0.2	-0.6	6
(35) O=C(N[C@@H](Cc1ccccc1)C(=O)O)c1ccc(C(F)(F)F)cc1
 : -2.3	4	4	1.7	3	-2	-0.2	-1.5	16
(36) CC1CN(S(=O)(=O)c2cccc(C(=O)Nc3ccc4c(c3)CCC4)c2)CC(C)O1 (configuration not stated)
 : -1.2	6	6	1.1	2	4	0.6	.	-2
(37) COc1ccccc1CNC(=O)C1CCC(CNc2c(N3CCOCC3)c(=O)c2=O)CC1 (configuration not stated)
 : -2.6	5	-3	-0.6	-2	-3	-0.7	2.4	1
(38) CCOc1ccc(C(C)(C)C)cc1S(=O)(=O)Nc1ccncc1
 : -1.0	7	-3	-0.7	-24	0	3.1	-3.0	-12
(39) CC(C)(C)n1nnnc1C(c1ccc2ncccc2c1)N1CCSCC1 (configuration not stated)
 : -0.5	4	-3	-1.2	-4	-2	0.5	-3.2	0
(40) CC(C)CN(C(=O)CCCc1nc2ccccc2c(=O)[nH]1)c1c(N)n(Cc2ccccc2)c(=O)[nH]c1=O
 : -0.4	2	1	-3.2	18	-1	6.0	-0.5	-8

2 entries drawn at random from those above, as already listed:
Below each SMILES – FadD28 FP inh	GDH-TPI counter	PrPC surface inh	Mtb UGM inh	BoNT-F LC inh	Mtb FBA inh	BoNT-A LC inh2	Mtb BioA inh	CCHFV vOTU inh
(40) CC(C)CN(C(=O)CCCc1nc2ccccc2c(=O)[nH]1)c1c(N)n(Cc2ccccc2)c(=O)[nH]c1=O
 : -0.4	2	1	-3.2	18	-1	6.0	-0.5	-8
(39) CC(C)(C)n1nnnc1C(c1ccc2ncccc2c1)N1CCSCC1 (configuration not stated)
 : -0.5	4	-3	-1.2	-4	-2	0.5	-3.2	0

Part of the list above, set out differently:
[35] O=C(N[C@@H](Cc1ccccc1)C(=O)O)c1ccc(C(F)(F)F)cc1
[36] CC1CN(S(=O)(=O)c2cccc(C(=O)Nc3ccc4c(c3)CCC4)c2)CC(C)O1 (configuration not stated)
[37] COc1ccccc1CNC(=O)C1CCC(CNc2c(N3CCOCC3)c(=O)c2=O)CC1 (configuration not stated)
[38] CCOc1ccc(C(C)(C)C)cc1S(=O)(=O)Nc1ccncc1
[39] CC(C)(C)n1nnnc1C(c1ccc2ncccc2c1)N1CCSCC1 (configuration not stated)

entry no.,35,36,37,38,39
FadD28 FP inh,-2.3,-1.2,-2.6,-1.0,-0.5
GDH-TPI counter,4,6,5,7,4
PrPC surface inh,4,6,-3,-3,-3
Mtb UGM inh,1.7,1.1,-0.6,-0.7,-1.2
BoNT-F LC inh,3,2,-2,-24,-4
Mtb FBA inh,-2,4,-3,0,-2
BoNT-A LC inh2,-0.2,0.6,-0.7,3.1,0.5
Mtb BioA inh,-1.5,.,2.4,-3.0,-3.2
CCHFV vOTU inh,16,-2,1,-12,0

Continuation.
Below each SMILES – FadD28 FP inh	GDH-TPI counter	PrPC surface inh	Mtb UGM inh	BoNT-F LC inh	Mtb FBA inh	BoNT-A LC inh2	Mtb BioA inh	CCHFV vOTU inh
(41) Cn1c(CN2CCCC2)nc2cc(NC(=O)c3ccc(Cl)cc3)ccc21
 : -2.1	4	-3	-0.2	0	0	0.8	2.8	-6
(42) C=CC1CN(CC(=O)OC)S(=O)(=O)c2ccccc21 (configuration not stated)
 : -1.2	11	3	1.8	2	5	-0.5	-1.7	-5
(43) COc1ccccc1N1CC(C(=O)NC2CCCCCC2)CC1=O (configuration not stated)
 : -2.7	-1	2	-0.6	-3	-1	0.3	0.4	-10
(44) Cc1ccc(S(=O)(=O)N2CCC3(CC2)OCCN3S(=O)(=O)c2c(C)cc(C)cc2C)cc1
 : -0.9	3	4	-1.2	12	3	-3.6	-0.6	2
(45) Cc1ccc([N+](=O)[O-])cc1NCC(=O)NN
 : 0.2	1	-9	1.3	-2	-3	-0.6	.	6
(46) O=C(NCC(=O)N1CCN(C(c2ccccc2)c2ccccc2)CC1)c1ccccc1Br
 : -3.1	3	16	.	-1	1	-0.7	-0.1	17
(47) COc1ccccc1Nc1nnc(SCC(=O)NC2CCCC2)s1
 : .	13	2	-1.8	-3	1	0.2	-0.9	5
(48) COCCc1nn2c(=O)cc(COC(=O)c3cc(OC)c(OC)c(OC)c3)nc2s1
 : -2.2	-6	6	-0.1	-8	-1	-0.9	-1.1	5
(49) Cc1cccc(C(=O)Nc2nnc(Cc3c[nH]c4ccccc34)s2)c1
 : -1.3	3	6	-1.5	-14	3	-0.3	-4.3	1
(50) COc1cc2c(cc1NC(=O)Nc1cccc(C)c1)oc1ccccc12
 : -4.0	12	-7	-3.2	-3	4	0.3	-2.5	1

(listing goes on)
Below each SMILES – FadD28 FP inh	GDH-TPI counter	PrPC surface inh	Mtb UGM inh	BoNT-F LC inh	Mtb FBA inh	BoNT-A LC inh2	Mtb BioA inh	CCHFV vOTU inh
(51) CN1C2CCC1/C(=C/c1cccn1C)C(=O)/C2=C\c1cccn1C
 : -3.6	15	-8	-11	8	-16	15	-3.8	22
(52) CCc1cccc(OCCCn2ccnc2)c1
 : -4.3	-6	9	-2.5	-1	0	0.5	.	-3
(53) CCc1nc2c(OCc3ccc(F)c(F)c3)cccn2c1N(C)C(=O)c1ccc(C)cc1
 : -5.9	0	23	.	0	3	-0.4	-0.3	17
(54) O=C(NCC1COCCO1)c1ccc2nc(Cc3cccc(Cl)c3)oc2c1 (configuration not stated)
 : -4.3	-4	-2	-0.3	-1	-1	0.8	-0.4	-8
(55) COc1cc(NC(=O)CCn2c(=O)oc3ccccc32)cc(OC)c1OC
 : -0.1	0	0	0.5	-6	1	-1.8	8.8	-7
(56) CC(O)/C=C/c1ccc2ccccc2n1 (configuration not stated)
 : 1.4	11	9	-1.0	-6	1	-2.8	-1.5	-7
